Compound activity deposited in PubChem by several laboratories.
INS promoter inh: inhibitors of insulin promoter-driven GFP, primary screen, imaging, TRM-6 cells (human fetal islet line), eGFP reporter, cell count. reporter expression induced with tamoxifen. inhibition, % at 2 µM. 130,000 tested, 0.9% active. AID 1273, 2008;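 active means inhibition above the mean plus 3 SD, with well images judged a real hit on visual review, cut at about 60% in these data, passing the limit was not always enough; inconclusive means inhibition over the cutoff but images rejected on review; inactive means inhibition not above the cutoff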
SDO1 yeast rescue: growth rescue of sdo1-depleted yeast, primary screen, S. cerevisiae, bone marrow failure model | z-score at 10 µM | 140,000 tested, 0.21% active | S. cerevisiae sdo1-depleted JHY4D growth rescue, OD600 30 h; active compounds read high; pdr5 snq2 efflux-pump mutant strain;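 active means z-score above 3 at both the 24 hr and the 30 hr optical density reads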;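 further: z-score against mean and SD of all compound wells on the same plate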
SDO1 yeast rescue Rescue 24 h: also measured in SDO1 yeast rescue; calls as there; z-score; S. cerevisiae sdo1-depleted JHY4D growth rescue, OD600; measured here: growth rescue at 24 h;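 0 is the plate mean of compound wells and units are plate SD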
Starred values were filed as active, the others as inactive; ? = inconclusive; . = no result given; & = joins results of further samples.

SMILES	INS promoter inh	SDO1 yeast rescue	SDO1 yeast rescue Rescue 24 h
COc1cccc(C2CC(c3ccc(C)cc3)n3nc(N)nc3N2)c1 (configuration not stated)	42.9	1.11	0.69
CC(C)c1ccc(NC(=S)NN2CCOCC2)cc1	.	0.82	0.52
COc1ccc2cc3c(N)nn(C(=O)Cc4ccc(Cl)cc4)c3nc2c1	.	1.62	0.78
CC(NC(=O)c1cc2sccc2n1C)c1ccc2c(c1)OCCO2 (configuration not stated)	.	-1.85	-1.39
Cc1cc(C)nc(SCCN(C)C)n1	13.3	.	.
FC(F)(F)c1cccc(NCc2cn3cccnc3n2)c1	.	1.19	1.85
CCCc1cc(=O)[nH]c(=S)[nH]1	13.6	1.71	1.92
COc1ccc(C)cc1NC(=O)CCC(=O)Nc1ccc2nc(N3CCN(C)CC3)cc(C)c2c1	-22.2	0.86	0.87
CCc1nnc(NC(=O)CSc2nnc(CCc3nc4ccccc4[nH]3)n2C)s1	28.6	0.79	0.7
CC(=O)Nc1nnc(S(N)(=O)=O)s1	-4.8	1.38	1.49
Cc1cnc(C(=O)Nc2ccccc2-c2nnn(CC(=O)NC3CCCC3)n2)cn1	23.1	1.23	1.68
O=C(COc1ccc(Cl)cc1)NCc1nnc(SCC(=O)Nc2ccccc2F)o1	-20.0	.	.
O=C(CN1CCCN(Cc2ccc(F)cc2Cl)C1=O)NC1CCCCCCC1	-53.9	-0.05&-0.78	0.42&-0.33
COCCNC(=S)Nc1ccc2nsnc2c1	-17.6	0.21	-0.07
COc1ccccc1COC(=O)Nc1c(C)nn(C)c1Cl	-113.3	1.24	2.09
COc1ccc(C(c2nnnn2C(C)(C)C)N2CCN(c3nc4ccccc4s3)CC2)cc1OC (configuration not stated)	-6.2	-0.44	-0.36
Cc1cccc(-n2c(C)cc(C=C(C#N)C#N)c2C)c1	-34.5	-0.47	0.64
COc1ccc(N(CC(=O)NC2CCCCC2)C(=O)CNC(=O)c2ccco2)cc1OC	62.5	0.86	-0.35
Cc1cc(C(=O)NNC(=S)Nc2ccccc2C)cs1	-7.7	0.88	0.42
Cc1ccc(C(=O)CSc2nnc3c4ccccc4nc(C(C)(C)C)n23)cc1	-6.7	0.36	0.01
CCC(=O)/C=C1\Sc2ccc(OC)cc2N1CC	.	0.2	-0.84
Cc1ccc(CNC(=O)c2cc3c(=O)n4ccccc4nc3n(CC3CCCO3)c2=N)cc1 (configuration not stated)	-31.2	1.1	0.23
COC(=O)C(C)N(c1ccc(C)cc1)S(=O)(=O)c1c(C)[nH]c(=O)[nH]c1=O (configuration not stated)	25.8	-0.23	-1.29
Cn1cc(-c2ccc(Cl)cc2)cc(C#N)c1=O	-26.7	.	.
C=CCn1c(COc2ccccc2F)nnc1SCC(=O)Nc1cc(C)on1	-47.1	.	.
CCN(CCCNS(=O)(=O)c1ccc2c(c1)CCN2C(C)=O)c1cccc(C)c1	.	-0.13	-0.53
CC(=NC(C)C)C1=C(O)C(C)OC1=O (configuration not stated)	17.2	1.04	-0.21
Cc1sc2ncnc(NC(C)C(=O)O)c2c1C (configuration not stated)	30.0	.	.
Cc1ccc(CN2CCN(Cc3cn[nH]c3-c3ccccc3)CC2CCO)o1 (configuration not stated)	9.5	.	.
Cc1cc2ccccc2nc1SCC(=O)NC1CCCC1	13.3	.	.

Compounds from the list above that contain fluorine (4):
SMILES	INS promoter inh	SDO1 yeast rescue	SDO1 yeast rescue Rescue 24 h
FC(F)(F)c1cccc(NCc2cn3cccnc3n2)c1	.	1.19	1.85
O=C(COc1ccc(Cl)cc1)NCc1nnc(SCC(=O)Nc2ccccc2F)o1	-20.0	.	.
O=C(CN1CCCN(Cc2ccc(F)cc2Cl)C1=O)NC1CCCCCCC1	-53.9	-0.05&-0.78	0.42&-0.33
C=CCn1c(COc2ccccc2F)nnc1SCC(=O)Nc1cc(C)on1	-47.1	.	.

(cont.)
SMILES	INS promoter inh	SDO1 yeast rescue	SDO1 yeast rescue Rescue 24 h
O=C(c1ccccc1F)N1CCC(O)(c2cccnc2)CC1	.	0.72	0.29
CCCCC1CCC(C(=O)NC2CCS(=O)(=O)C2)CC1 (configuration not stated)	-6.2	0.25	-0.07
Cc1ccc(-c2ccc(C(=O)NCc3ccccc3)o2)c2ccccc12	19.1	-0.62	-0.41
Cc1cc2c(=O)n(Cc3ccco3)c(SCC(=O)N3CCCc4ccccc43)nc2s1	5.3	-2.19	-0.98
COc1ccc(OC)c(CNC(=O)C2CCN(S(C)(=O)=O)CC2)c1	-145.4	.	.
CN1/C(=C\C(=O)C[n+]2cccc(C(N)=O)c2)C(C)(C)c2ccccc21	-71.4	.	.
CN(CCCNC(=O)COc1cc(=O)n(C)c2ccccc12)Cc1ccccc1	.	0.19	0.18
CCOC(=O)N1CCN(C(=O)CSc2nnc(CNC(=O)c3ccccc3F)o2)CC1	-28.6	1.19	0.12
CN(C)c1nc(N2CCN(c3ccc(F)cc3)CC2)c(C#N)c(=O)o1	41.9	0.41	-0.08
Cc1nnc(NC(=O)CSc2nnnn2Cc2ccccc2)s1	-418.8	0.32	-0.82
COc1cccc(CN(C)CC(=O)NCc2ccccc2Cl)c1	.	-0.43	-1.04
CCc1nnc(NC(=O)CN2CCN(c3ccccc3OC)CC2)s1	.	1.14	0.77
COc1cc(NC(=S)N2CCC(C(N)=O)CC2)cc(OC)c1	-78.1	1.52	1.9
O=C(NC1CCN(S(=O)(=O)c2ccccc2)CC1)C1CCCCC1	65.7	0.68	0.03
O=C(Cn1c(=O)oc2cc(S(=O)(=O)N3CCCCCC3)ccc21)NC1CCCCC1	.	1.62	1.19
Cc1cccc(C(=O)c2ccccc2C(=O)O)c1O	.	-0.28	-0.65
O=C(O)CCCC(=O)Nc1ccc(C(=O)N2CCCCC2)c(Cl)c1	-90.9	-0.37	-0.72
CC(C)OC(=O)CC(=O)CSc1nc2c(cc1C#N)CCC2	40.0	0.7	0.55
COc1ccc(-c2cc(COc3ccccc3)on2)cc1	-33.3	.	.
O=C(O)c1cc(-c2ccncc2)nc2ccc(S(=O)(=O)N3CCOCC3)cc12	.	0.52	0.13
O=C(Cn1cc(C(=O)c2ccco2)c2ccccc21)NC1CC1	36.4	.	.
Cc1ccc([N+](=O)[O-])cc1N/C=C1\CCc2ccccc2C1=O	-4.3	-0.5	1.87
CC(=O)Nc1ccn(Cc2c(F)cccc2Cl)n1	-366.7	-0.39	-0.14
CCSC1=NCCN1C(=O)c1ccc(S(=O)(=O)N(CC)CC)cc1	-15.0	.	.
O=C(CSc1ccccc1)N1CCc2ccccc21	-23.3	-1.55	-1.21
O=C(CNC(c1ccccc1)c1ccccc1)Nc1ccccc1-c1ccccc1	.	-0.67	-0.46
CCOC(=O)CC1C(=O)NCCN1C(=S)Nc1ccccc1 (configuration not stated)	40.7	0.22	-0.33
COc1ccc(-c2csc(Nc3ncccc3C)n2)cc1OC	-35.7	-1.95	-1.81
C=CCc1c(C)nc(C)nc1N/N=C/c1ccccc1	0.0	0.41	0.05
Cc1ccccc1Cn1ccc(NC(=O)c2cnn3c2NC(c2ccccc2)CC3C(F)(F)F)n1 (configuration not stated)	-21.1	-1.72	-0.91
Cc1ccc(C2NCCS2)cc1 (configuration not stated)	7.7	.	.
Cc1sc2ncnc(Sc3nnnn3-c3ccccc3)c2c1C	.	-0.92	-0.34
CCCCOC(=O)c1c(C)oc2ccc(NS(=O)(=O)c3ccc4c5c(cccc35)C(=O)N4)cc12	59.4	-0.41	-0.37
O=C(NN=C1C2CC3CC(C2)CC1C3)c1ccncc1	29.2	0.27	-0.47
C=CCn1sc(=N)c(C#N)c1N	-14.8	2.11	2.88
Cc1c(NS(=O)(=O)c2ccc(NC3CCCC3)c([N+](=O)[O-])c2)c(=O)n(-c2ccccc2)n1C	.	0.21	-0.43
CCCOc1ccc(C(=O)C(c2ccccc2)N2CCOCC2)cc1 (configuration not stated)	-60.0	-0.01	0.6
O=C(O)Cc1ccc(NC(=O)C2CCCCC2C(=O)O)cc1 (configuration not stated)	38.5	1.05	1.01
COc1ccc(/C=N/NC(=O)c2ccc(NC(=O)c3ccccc3Br)cc2)cc1	-100.0	0.68	0.95
Cc1cccc(N/C=C/C(=O)c2cccs2)c1C	.	0.76	0.23
Cc1ccc(NC(=O)CSc2nnc(C(F)(F)F)n2C)cc1[N+](=O)[O-]	.	0.39	-0.25
CCC(c1nnnn1C(C)(C)C)N(CCOC)Cc1cc2cccc(C)c2n2nnnc12 (configuration not stated)	-42.9	-0.58&-1.2	-0.43&-1.22
O=C1CN(C(=O)/C=C/c2ccc(Cl)cc2Cl)CCN1	57.1	.	.
O=C(O)c1ccc(S(=O)(=O)N2CCC(c3nc(-c4ccccc4Cl)no3)CC2)cc1	.	-0.15	-0.89
Cc1ccccc1NC(=O)N1CCCC(c2nc(-c3ccc(F)cc3)no2)C1 (configuration not stated)	.	-0.83	-1.22

3 compounds picked at random from the list so far:
SMILES	INS promoter inh	SDO1 yeast rescue	SDO1 yeast rescue Rescue 24 h
Cc1ccccc1Cn1ccc(NC(=O)c2cnn3c2NC(c2ccccc2)CC3C(F)(F)F)n1 (configuration not stated)	-21.1	-1.72	-0.91
CC(C)OC(=O)CC(=O)CSc1nc2c(cc1C#N)CCC2	40.0	0.7	0.55
COc1cccc(CN(C)CC(=O)NCc2ccccc2Cl)c1	.	-0.43	-1.04

Going on with the list.
SMILES	INS promoter inh	SDO1 yeast rescue	SDO1 yeast rescue Rescue 24 h
COc1ccc(NS(=O)(=O)c2csc(C(=O)Nc3ccccc3)c2)cc1	11.1	.	.
O=c1ccc2cc(S(=O)(=O)N3CCOCC3)ccc2o1	43.8	-1.41	-1.94
CC1=C(C(=O)OCC2CCCO2)C(c2ccsc2)C2=C(CC(C)(C)CC2=O)N1 (configuration not stated)	-190.9	.	.
O=C(CN1C(=O)C2CCCCC2C1=O)Nc1ccc(S(=O)(=O)Nc2ncccn2)cc1 (configuration not stated)	-37.5	.	.
CC(C)(C)NCc1cc(Cl)ccc1OCc1ccccc1F	-33.3	.	.
CC(C)C[C@H](NC(=O)OC(C)(C)C)c1nnc(SCc2ccccc2)o1	-50.0	0.29	0.32
COc1cccc(NC(=O)c2nc3ncccn3n2)c1	-28.2	0.52	-0.9
CC(=O)n1cc(/C=N/NC(=O)c2sc(C)nc2C)c2ccccc21	-33.3	-0.48	-1.02
COc1ccccc1-c1cnnc(N/N=C/c2ccc(-c3cccc(Br)c3)o2)n1	16.3	-1.23	-0.31
COC(=O)c1cccc(C(=O)Nc2ccc(C)cc2)n1	-18.2	-1.45	-1.41
COc1cc(CO)cc(Br)c1OCC(=O)N1CCCCC1	39.3	0.09	-0.16
O=C(COc1ccccc1[N+](=O)[O-])N1CCC(Cc2ccccc2)CC1	0.0	.	.
N#Cc1ccc(-n2nccc2-c2cnc3n(c2=O)CCS3)cc1	14.3	0.26	0.33
COc1ccc(S(=O)(=O)Nc2ccccc2C(=O)Nc2nc(-c3ccc(F)cc3)cs2)cc1OC	10.7	-0.87	-0.92
O=C(CCNC(=O)c1ccco1)Nc1ccc(N2CCOCC2)cc1	6.7	.	.
O=C(CCc1ccccc1)Nc1nc2n(n1)C(c1ccccc1)CC(=O)N2 (configuration not stated)	-7.1	-0.34	-0.84
COc1cccc(-c2cc(C(=O)Nc3ccc([N+](=O)[O-])cn3)c3ccccc3n2)c1	.	-1.45	-1.07
COc1ccc(-c2nc(CN3CCN(c4ncccn4)CC3)c(C)o2)cc1C	-12.5	.	.
Cc1sc(NC(=O)c2ccco2)c(C(c2cccnc2)N2CCC(C)CC2)c1C (configuration not stated)	53.9	-2.53	-1.39
Cc1ccccc1-n1nc2c(c1NC(=O)c1cccc(F)c1)CS(=O)C2 (configuration not stated)	.	0.18	0.12
CCOC(=O)C1=C(C)Nc2nc(C)nn2C1c1ccc(OC)c(OC)c1 (configuration not stated)	-21.9	0.08	-0.51
CCOCCn1c(SCc2c(F)cccc2Cl)nc2c1c(=O)[nH]c(=O)n2C	60.0	-0.24	-0.49
O=C(N/N=C/c1ccco1)C1CC1c1ccccc1 (configuration not stated)	-16.7	0.38	0.87
O=C(CSCc1ccccc1)NC1CCSC1=O (configuration not stated)	-13.2	0.55	0.56
O=C(NCCO)c1ccc2[nH]c3c(c2c1)CCCC3	?	0.32	0.43
COc1cccc(C2CC(c3ccccc3Cl)Nc3ncnn32)c1 (configuration not stated)	24.3	.	.
CC(=O)NC(Cc1cccc(F)c1)C(=O)NC1CCN(C(=O)c2ccc(C)cc2)CC1 (configuration not stated)	-5.0	.	.
Cc1ccc(NC(=O)NCc2ccc3[nH]c(C)cc3c2)cc1	33.3	.	.
Cc1c(NC(=O)C2CC(c3c(F)cccc3Cl)=NO2)c(=O)n(-c2ccccc2)n1C (configuration not stated)	14.3	1.27	0.69
CCN1CCN(C(C)C(=O)Nc2c(C)n(C)n(-c3ccccc3)c2=O)CC1 (configuration not stated)	0.0	0.51	-0.56
O=C1C2C(C(=O)N1/N=C/c1ccc([N+](=O)[O-])o1)C1C=CC2C12CC2 (configuration not stated)	-7.7	-0.51	1.46
C/C(=N/NS(=O)(=O)c1ccc(F)cc1)c1ccc(NC(=O)c2ccc(C)o2)cc1	-15.5	1.06	1.23
Cc1nn(Cc2ccc(C(=O)N3N=C(C(F)F)CC3(O)C(F)F)cc2)c(C)c1[N+](=O)[O-] (configuration not stated)	-4.4	-0.41	-1.04
CCOc1ccccc1NC(=O)Cn1c(C)cc(COC)c(C#N)c1=O	18.2	-0.23	-0.94
